SMARCA2 activ = activators of SMARCA2 function. MG213 cells, MMTV-luciferase reporter, dexamethasone, overnight. activation, % at 9.1 µM. 370,000 compounds, 1% hits; in the data active = activation above about 7.8%;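 note: 0% = vehicle wells and 100% = reference activator wells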
DAX1 inh-1 = inhibits human nuclear receptor DAX1. P51843. HEK293 Gal4-DAX1 luciferase reporter, luminescence. inhibition, % at 6.75 µM. 340,000 compounds, 0.99% hits. AID 504766;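 active = inhibition above the mean over all tested compounds plus 3 SD, cut at about 4.2% in these data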;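 note: 0% = DAX1-transfected cells with DMSO and 100% = empty-vector control cells with DMSO; inhibition shows as a rise in luminescence from relieved DAX1 repression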
Target sequence (P51843 207-470 limits assumed): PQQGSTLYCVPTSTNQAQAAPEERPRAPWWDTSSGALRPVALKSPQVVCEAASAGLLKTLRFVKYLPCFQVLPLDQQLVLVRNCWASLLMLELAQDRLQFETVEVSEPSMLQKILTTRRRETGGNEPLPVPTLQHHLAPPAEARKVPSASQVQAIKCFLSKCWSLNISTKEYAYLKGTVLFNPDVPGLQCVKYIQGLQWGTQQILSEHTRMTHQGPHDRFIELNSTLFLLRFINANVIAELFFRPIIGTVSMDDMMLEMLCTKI
hgDAF-12 ag = hgDAF-12 agonism, primary luciferase screen | activation, % at 6.8 µM | AID 687014 | 370,000 compounds, 1.8% hits | HEK293 GAL4-hgDAF12 UAS-luciferase reporter, agonist luminescence; normalized to butyrate control;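 active = activation above a cutoff set at the mean of all screened compounds plus 3 SD, cut at about 10% in these data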;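 note: 0% = DMSO wells and 100% = sodium butyrate wells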
GC-A act = GC-A (human) enzyme activation. P16066. activation, % at 10 µM. 370,000 compounds, 0.14% hits. HEK293 GC-A cells, cGMP TR-FRET, EC30 ANP; 0% at EC30 ANP, 100% saturating ANP; in the data active = activation above about 40%
ssDAF12 agonist = S. stercoralis DAF-12 activation, primary screen. HEK293 ssDAF-12/GRIP1 lit1-tk-luc reporter, luminescence; % of 3 µM dafachronic acid response. activation, % at 6.8 µM. 370,000 compounds, 1% hits. AID 652126;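 active = activation above the mean over all tested compounds plus 3 SD, cut at about 0.9% in these data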;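 note: 0% = DMSO-only wells and 100% = 3 µM delta7-dafachronic acid wells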
KLK7 zymogen act = activators of human kallikrein-7 zymogen. P49862. purified proKLK7, EDANS-DABCYL substrate fluorescence; 100% is mature enzyme control, 0% vehicle. activation, % at 7 µM. 370,000 compounds, 0.9% hits. AID 652039;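 active = activation above the mean of all tested compounds plus 3 SD, computed per campaign excluding outliers beyond control limits, cut at about 13% in these data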
Target sequence (P49862 whole entry, looked up): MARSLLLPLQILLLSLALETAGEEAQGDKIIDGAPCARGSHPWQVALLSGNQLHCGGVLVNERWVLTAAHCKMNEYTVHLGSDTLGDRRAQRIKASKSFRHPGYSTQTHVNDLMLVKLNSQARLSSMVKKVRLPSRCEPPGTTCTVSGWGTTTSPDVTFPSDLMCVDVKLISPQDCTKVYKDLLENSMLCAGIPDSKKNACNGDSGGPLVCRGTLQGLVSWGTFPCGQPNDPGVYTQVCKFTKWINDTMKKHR
hcDAF12 agonist = H. contortus DAF-12 activation, primary screen. activation, % at 6.8 µM. 370,000 compounds, 1.4% hits. HEK293 hcDAF-12 lit1-tk-luc reporter, luminescence; 0% DMSO, 100% Δ7-dafachronic acid;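 active = activation above the mean of all tested compounds plus 3 SD, cut at about 5.5% in these data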;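 note: 100% = response to 3 µM Δ7-dafachronic acid high control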
DAX1 inh-2 = blocks DAX1 repression of SF-1 activated StAR promoter. HEK293T StAR-luciferase reporter, SF-1/DAX-1 repression relief. inhibition, % at 6.8 µM. 370,000 compounds, 1.1% hits. AID 652010;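 active = inhibition above the mean over all tested compounds plus 3 SD, cut at about 3.6% in these data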;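 note: 0% = DAX-1 cells with DMSO and 100% = cells lacking DAX-1 with DMSO; higher inhibition means more luminescence from relief of DAX-1 repression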
FXN GAA850 act = increases GAA850 frataxin promoter reporter activity. HEK293 lucGAA850 FXN promoter luciferase reporter, 24 h; percent of 10 µM SAHA response. activation, % at 6 µM. 360,000 compounds, 0.56% hits;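 active = activation above the average of all compounds screened plus 3 SD, cutoff fixed separately per campaign, cut at about 7.5% in these data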;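 note: 0% = DMSO wells and 100% = 10 µM SAHA wells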
NPR2 activator = GC-B (human) receptor activation; HEK293-GC-B cells, CNP EC30, cGMP TR-FRET; 0% at EC30 CNP, 100% saturating CNP; activation, % at 10 µM; AID 1920062; 370,000 compounds, 0.11% hits;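 active = activation at 10 µM reaching about 35% in either raw or pattern-adjusted values, limit read from the data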
sPLA2-III inh = Inhibits HGIII-sPLA2 liposome hydrolysis, primary screen; 370,000 compounds, 0.56% hits; QFRET BODIPY PC-A2 liposome hydrolysis, fluorescence; inhibition, % at 12.2 µM; AID 743126; Q9NZ20;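 active = inhibition above mean plus 3 SD of compounds lying within the high and low control bounds, cut at about 19% in these data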;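 note: 0% = median of test compound wells and 100% = no enzyme DMSO wells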
Target sequence (Q9NZ20 whole entry, looked up): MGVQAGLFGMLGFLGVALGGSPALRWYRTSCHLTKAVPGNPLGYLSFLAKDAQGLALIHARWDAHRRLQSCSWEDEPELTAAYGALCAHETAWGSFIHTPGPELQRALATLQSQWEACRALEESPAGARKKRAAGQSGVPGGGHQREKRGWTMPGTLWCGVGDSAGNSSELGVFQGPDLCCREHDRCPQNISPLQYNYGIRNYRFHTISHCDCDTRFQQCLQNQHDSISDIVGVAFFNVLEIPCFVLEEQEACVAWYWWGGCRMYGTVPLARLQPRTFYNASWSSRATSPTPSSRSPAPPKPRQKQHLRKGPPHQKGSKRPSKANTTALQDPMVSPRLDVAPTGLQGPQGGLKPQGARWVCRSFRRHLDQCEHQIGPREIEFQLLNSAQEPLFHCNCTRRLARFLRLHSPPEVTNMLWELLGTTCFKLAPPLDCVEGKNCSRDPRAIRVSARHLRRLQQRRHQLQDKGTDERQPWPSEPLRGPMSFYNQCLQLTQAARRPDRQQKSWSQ
* marks the source's active call; other numbers are inactive results; / = no result given. This is a random part of the collection (roughly 6.7% active in at least one column).

Molecule | SMARCA2 activ | DAX1 inh-1 | hgDAF-12 ag | GC-A act | ssDAF12 agonist | KLK7 zymogen act | hcDAF12 agonist | DAX1 inh-2 | FXN GAA850 act | NPR2 activator | sPLA2-III inh
CSCCC(NC(=O)COc1ccccc1)C(=O)N(C)Cc1cccc(F)c1 (stereo not given) | -1 | -0.3 | -1.1 | -1 | -1.4 | 0.2 | -2.3 | 0.1 | -0.9 | -5 | 10
COCCNC(=O)Cn1nc(-c2ccccc2)c2ccccc2c1=O | 0 | 0.1 | 0.9 | 2 | -1.0 | 0.5 | -2.7 | 0.1 | -0.8 | 2 | 2
CSc1nc(C)cc(SCC(=O)Nc2ccccc2)n1 | -2 | -0.5 | -2.2 | 3 | -2.1 | 0.1 | 0.1 | -0.1 | 0.8 | 6 | -3
Cc1ccc(N2C(=O)Nc3ccccc3C2(O)C(=O)N2CCN(c3ccccn3)CC2)cc1C (stereo not given) | -2 | 0.5 | 1.4 | -3 | -0.9 | -0.1 | -1.2 | 1.0 | -7.3 | -9 | 0
O=C(CNC(=O)c1ccc(Cl)cc1)NCc1ccccn1 | 0 | -0.4 | -1.1 | 2 | -1.3 | -0.6 | -1.9 | -0.1 | 1.2 | -3 | 14
CCCCN(CCCC)C(=O)CSc1nnc(-c2cc(OC)c(OC)c(OC)c2)o1 | -2 | 0.4 | -3.1 | -8 | -1.2 | 0.2 | 0.1 | 1.0 | -3.1 | -2 | 1
O=C(CCC(=O)Nc1ccc(Br)cc1)N/N=C/c1ccccc1F | -1 | -1.1 | -1.6 | -7 | -1.2 | -0.4 | -2.2 | 0.1 | -1.8 | 1 | -13
N#Cc1c(N)nc(SCC(=O)NCCc2ccccc2)c(C#N)c1-c1cccs1 | -1 | 0.5 | -1.2 | -4 | -1.1 | 0.2 | -1.0 | 0.5 | -0.5 | -1 | -6
Cc1cc(S(=O)(=O)N2CCCCC2)ccc1OCC(=O)N1CCCC1 | -1 | 0.2 | -3.2 | -1 | -0.6 | -0.1 | 0.2 | 1.2 | 0.4 | -1 | 3
CCOC(=O)c1nnn(-c2nonc2N)c1CNC(C)C | -2 | 0.7 | -0.3 | -2 | -1.2 | 0.0 | 0.1 | 0.3 | -1.8 | 1 | 5
Cc1nnc(SCC(=O)Nc2cc(S(=O)(=O)N3CCCC3)ccc2Cl)n1C1CC1 | 4 | 0.1 | 1.1 | -1 | -1.4 | -0.1 | 0.7 | 0.8 | 1.1 | 0 | 0
Fc1cccc(Nc2ncnc3sccc23)c1 | 0 | 1.8 | 1.2 | 2 | -1.1 | -0.3 | 0.2 | 0.0 | 1.8 | -2 | -5
CCOC(=O)c1ccc(NC(=S)P(=O)(c2ccccc2)c2ccccc2)cc1 | -5 | 1.6 | 0.3 | -2 | -0.5 | -0.1 | 2.1 | 0.7 | -1.8 | 4 | 1
Cc1cccc(N2C(S)=C(C#N)C(=O)NC2c2cccs2)c1 (stereo not given) | -2 | -2.1 | 2.1 | 15 | -1.2 | -0.6 | -0.8 | -1.1 | 1.5 | 7 | 13
CCOC(=O)C1=C(C)Nc2ccccc2N=C1NC(=O)c1cc(C)on1 | -1 | 0.5 | 1.4 | 1 | -0.9 | 1.0 | -0.1 | 1.0 | 1.7 | 5 | 8
Cn1c(NCc2ccccc2F)nc2cc(-c3ccccc3)sc2c1=O | -3 | / | -0.5 | -2 | -1.4 | 0.1 | -2.3 | -0.4 | 1.6 | -3 | 5
CCOc1cc(OCC)cc(C(=O)N2CCC[C@@H]2C(=O)N2CCC[C@H]2C(=O)NCc2ccncc2)c1 | 3 | / | 0.5 | 1 | -1.1 | -0.2 | -0.2 | 0.6 | / | 1 | -1
COc1ccccc1/C=C/CN1CCN(Cc2ccc(F)cc2)C(CCO)C1 (stereo not given) | -3 | 0.1 | -0.9 | 3 | -1.5 | 0.4 | -2.6 | 1.3 | -1.6 | 1 | -6
ON=C1CCC2CCCCC2C1 (stereo not given) | -2 | -0.8 | 3.9 | 1 | -0.3 | -0.1 | 0.0 | -0.3 | 0.7 | 4 | -3
Cc1ccc(CSC2=NCCN2C(=O)c2ccc(S(=O)(=O)N(C)C)cc2)cc1 | 0 | 0.4 | -0.1 | -2 | -1.9 | -0.2 | -0.9 | -0.5 | 0.1 | 6 | -3
O=C(NCc1ccccc1)N1CCC(CO)(CCc2ccccc2)CC1 | 3 | -1.1 | -1.4 | 1 | -2.3 | 1.0 | 2.5 | -0.2 | 2.3 | 8 | -6
CCOC(=O)N1CCC(N2CCN(S(=O)(=O)c3ccc(NC(C)=O)cc3)CC2)CC1 | 1 | -0.8 | -1.8 | 4 | -1.2 | 0.0 | -1.3 | -0.9 | 2.1 | 8 | 3
COC(=O)c1c(N(S(C)(=O)=O)S(C)(=O)=O)sc2c1CCN(c1ncc(C(F)(F)F)cc1Cl)C2 | 3 | 0.3 | 0.1 | 1 | -0.7 | -0.1 | -1.6 | 0.1 | -0.1 | 5 | 2
O=C1C=Cc2ccccc2/C1=C/c1[nH]c(=O)[nH]c1O | -3 | -0.1 | 1.9 | -2 | -0.4 | 2.0 | 2.7 | -0.2 | 1.9 | 7 | -2
O=C(Oc1cccc2cccnc12)c1ccc(Br)o1 | 1 | 0.9 | 0.8 | 2 | -1.2 | 0.2 | -1.1 | -0.1 | 0.3 | 2 | 6
COCc1c(C(=O)N/N=C/c2ccco2)nnn1-c1nonc1N | -3 | -0.3 | -0.5 | -2 | -1.0 | 0.3 | -1.4 | 0.5 | -1.3 | -6 | 3
CC(C)C1C(C#N)=C(N)Oc2n[nH]c(C(C)(C)C)c21 (stereo not given) | -1 | -0.1 | 0.0 | 2 | -1.7 | -0.2 | 0.8 | -0.4 | -2.2 | 5 | -5
CC(C)CC(N=C1NC(C)(C)Cc2ccccc21)C(=O)O (stereo not given) | -1 | 0.7 | 0.1 | -2 | -1.2 | 0.6 | -0.9 | -0.4 | -0.7 | 6 | -4
COc1ccc2c(c1)c(CC(=O)Nc1cc(C)ccc1C)c(C)n2C(=O)c1ccc(Cl)cc1 | -4 | 0.5 | 0.6 | 1 | -1.8 | -0.1 | 2.9 | 0.1 | -1.3 | 5 | 6
Cc1cc(=O)[nH]c(NC(=O)Cc2ccccc2)n1 | -4 | -0.3 | -2.1 | 1 | -1.4 | -0.5 | -0.6 | -0.3 | 1.0 | 6 | 16

Continued, starting with the last 4 of the part before.
Molecule | SMARCA2 activ | DAX1 inh-1 | hgDAF-12 ag | GC-A act | ssDAF12 agonist | KLK7 zymogen act | hcDAF12 agonist | DAX1 inh-2 | FXN GAA850 act | NPR2 activator | sPLA2-III inh
CC(C)C1C(C#N)=C(N)Oc2n[nH]c(C(C)(C)C)c21 (stereo not given) | -1 | -0.1 | 0.0 | 2 | -1.7 | -0.2 | 0.8 | -0.4 | -2.2 | 5 | -5
CC(C)CC(N=C1NC(C)(C)Cc2ccccc21)C(=O)O (stereo not given) | -1 | 0.7 | 0.1 | -2 | -1.2 | 0.6 | -0.9 | -0.4 | -0.7 | 6 | -4
COc1ccc2c(c1)c(CC(=O)Nc1cc(C)ccc1C)c(C)n2C(=O)c1ccc(Cl)cc1 | -4 | 0.5 | 0.6 | 1 | -1.8 | -0.1 | 2.9 | 0.1 | -1.3 | 5 | 6
Cc1cc(=O)[nH]c(NC(=O)Cc2ccccc2)n1 | -4 | -0.3 | -2.1 | 1 | -1.4 | -0.5 | -0.6 | -0.3 | 1.0 | 6 | 16
COc1cc2c(c3c1c(=O)c1ccccc1n3C)C=CC(C)(C)O2 | 4 | / | 2.5 | -1 | -1.5 | 0.7 | -0.8 | -0.8 | / | -6 | -1
Cc1ccc(-c2ccccc2[C@@H]2C[C@H]3CN(C)C(=O)[C@]34CCCN24)o1 | 2 | -0.3 | -3.5 | -3 | -1.1 | -0.2 | -1.0 | -0.4 | 0.7 | 1 | 1
COc1ccc(OC)c(S(=O)(=O)N(C)CC(=O)Nc2ccccc2OC)c1 | 4 | -0.9 | -0.9 | 2 | -1.4 | 0.1 | -2.1 | -0.1 | -2.6 | 2 | 4
C/C(=N/OCO/N=C(\C)c1ccc(F)cc1F)c1ccc(F)cc1F | -3 | 0.6 | -1.6 | 3 | -0.4 | 0.5 | -0.5 | 0.7 | 1.2 | 5 | 3
CC(C)(C)C(=O)NCCCNc1ccc([N+](=O)[O-])cc1 | -2 | 0.0 | 4.8 | 3 | -1.2 | 0.1 | 2.0 | -1.2 | 0.2 | 4 | 10
FC(F)(F)c1nc(N2CCCC2)ncc1-c1nnnn1-c1ccccc1 | -7 | 0.1 | -8.5 | -8 | -2.2 | -0.2 | -3.5 | -2.8 | 1.2 | 4 | -18
COc1ccc(CN(CC(=O)NCCC(C)C)C(=O)CCC(=O)Nc2nccs2)cc1 | -4 | -1.5 | 0.7 | 1 | -0.9 | -0.4 | -0.3 | -0.1 | 1.1 | 3 | 9
Fc1cccc(NC(=S)N2CCn3cccc3C2c2cccnc2)c1 (stereo not given) | -1 | -1.3 | -2.5 | 3 | -1.0 | 0.1 | -1.2 | -1.0 | -0.3 | 4 | -8
CC1=CC(C)(C)NC(=S)N1c1ccccc1 | 0 | 0.9 | 0.9 | 3 | -1.0 | -0.3 | -1.2 | -0.1 | -1.8 | -4 | 20*
COc1ccc2c(c1)[C@@]1(NCCc3c1[nH]c1ccc(OC)cc31)C(=O)N2 | -3 | / | -2.3 | 1 | -1.3 | -0.5 | -0.9 | 0.8 | / | 2 | -1
CN1N=C2c3ccccc3CCC2C1c1ccc(F)cc1 (stereo not given) | 3 | / | 1.8 | 2 | 0.4 | -0.1 | 4.9 | 0.0 | -0.1 | -1 | -1
COc1ccc(OC)c(NC(=O)c2ccc3c(c2)C(=O)N(CC2CCCO2)C3=O)c1 (stereo not given) | -2 | -2.3 | 2.9 | 0 | -1.1 | 0.8 | -1.9 | -0.1 | -0.6 | 0 | 4
CC(C)(C)OC(=O)N1c2ccccc2[C@]2(N3CCCC3)C[C@H](C(=O)O)N(C(=O)OC(C)(C)C)[C@H]12 | -3 | / | 4.8 | -2 | -0.7 | 0.4 | -0.1 | 0.2 | / | -2 | 10
Cc1sc(N=Nc2ccc(N(C)C)cc2)[n+]([O-])c1C | 2 | 2.3 | 4.8 | -14 | 0.0 | -0.1 | 4.2 | 3.7* | -2.6 | -13 | 5
CC1CN(S(=O)(=O)c2ccc(C(=O)Nc3sccc3C(N)=O)cc2)CC(C)O1 (stereo not given) | -5 | -2.5 | -3.4 | -2 | -2.4 | -1.4 | -3.8 | -1.5 | 1.2 | -5 | 3
CC(C)(C)c1ccc(S(=O)(=O)NC(=O)C2(C)CCN2C(=O)CC2CCCC2)cc1 (stereo not given) | 0 | / | 2.8 | -1 | -1.7 | 0.7 | -1.6 | 1.0 | -0.5 | 1 | -14

Bioassay records (PubChem)
